# Screening results: PubChem BioAssay, Sanford-Burnham Center for Chemical Genomics
# ER stress death = protection against thapsigargin ER stress killing – CSM14.1 cells, ATP luminescence, primary screen; CSM14.1 thapsigargin ER stress survival; relative survival (cellular ATP), % at 15 µg/mL (by protocol); 48,000 tested, 0.33% active; AID 1010, 2008;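 active = survival measured by cellular ATP above 50% at 15 µg/ml in the first screen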;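 note: cell death triggered by about 15 µM thapsigargin; ATP read 24 h after thapsigargin was added; plate controls were thapsigargin with DMSO for no effect and DMSO without thapsigargin for full effect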
# * marks the source's active call; other numbers are inactive results. Not all compounds are listed; count on the stated rates, not on these rows.
SMILES	ER stress death
O=C(Nc1ccccc1)c1cc(S(=O)(=O)NC2CCCCC2)ccc1Br	-1
COc1ccc(NC(=O)c2ccccc2C)cc1OC	4
C=CCc1cccc2cc(C(=O)NCCc3ccccc3)c(=O)oc12	9
O=C(Nc1ccc(F)c([N+](=O)[O-])c1)c1ccc(-c2ccc(Cl)cc2Cl)o1	1
O=C(NCc1ccco1)C1CC2CCC1C2 (configuration not stated)	-3
CC1CCCC(N2CCN(Cc3cccnc3)CC2)C1 (configuration not stated)	1
COc1cc(-c2nc3sc4c(c3c(=O)[nH]2)CCCC4)cc([N+](=O)[O-])c1O	-2
COc1ccc(OC)c(S(=O)(=O)N2CCCCCC2)c1	8
COc1ccccc1N1CCN(/N=C(\C)c2ccc(O)cc2)CC1	-5
COc1ccccc1OCCNC(=O)c1ccc(OC)c([N+](=O)[O-])c1	5
CCOc1cc(/C=C2\SC(=S)N(CCOC)C2=O)ccc1O	-4
O=C1OC(c2ccccc2Cl)=N/C1=C\c1ccccc1C(F)(F)F	8
C/C(CC(=O)Nc1cccc2ccccc12)=N\NC(=O)c1ccoc1C	6
O=C(c1c(Cl)cccc1Cl)N1CCN(c2cccc(Cl)c2)CC1	6
COc1ccc(NC(=O)Cc2ccccc2[N+](=O)[O-])cc1	8
CN1C(=O)C(=Cc2ccc(OCc3cccc(C(=O)O)c3)cc2)C(=O)N(C)C1=O	7
COc1ccccc1C(=O)NN1C(=O)/C(=C/c2ccc(N(C)C)cc2)SC1=S	8
Cc1cn(C2CC(O)C(CO)O2)c(=O)n(C)c1=O (configuration not stated)	5
NC(N)=NS(=O)(=O)c1ccc(NS(=O)(=O)c2ccccc2)cc1	3
CC(=O)CC(=O)Nc1ccc2ccccc2c1	-1
O=c1n(Cc2ccc(Cl)cc2)c2cc([N+](=O)[O-])c([N+](=O)[O-])cc2n1Cc1ccc(Cl)cc1	-13
C/C(Nc1ccccc1)=C(/C#N)C(N)=O	2
CC(C)NC(=O)/C(=C\c1ccco1)NC(=O)c1ccccc1	1
Cc1cnn(-c2cc(N/N=C/c3ccc(O)cc3)ncn2)c1	-5
CC1(C)CC(=O)C(Sc2ccc([N+](=O)[O-])cc2)=C(O)C1	6

# Some of these compounds in order of length of the SMILES, high to low:
SMILES	ER stress death
O=C(Nc1ccc(F)c([N+](=O)[O-])c1)c1ccc(-c2ccc(Cl)cc2Cl)o1	1
NC(N)=NS(=O)(=O)c1ccc(NS(=O)(=O)c2ccccc2)cc1	3
O=C(c1c(Cl)cccc1Cl)N1CCN(c2cccc(Cl)c2)CC1	6
C=CCc1cccc2cc(C(=O)NCCc3ccccc3)c(=O)oc12	9
CC(C)NC(=O)/C(=C\c1ccco1)NC(=O)c1ccccc1	1
CC1CCCC(N2CCN(Cc3cccnc3)CC2)C1 (configuration not stated)	1

# Continued:
SMILES	ER stress death
Cc1sc(-c2c(C#N)c(N)nc3c2CCCCC3)cc1[N+](=O)[O-]	1
Cc1ccc(S(=O)(=O)Nc2ccccc2C(F)(F)F)cc1	4
CNC(=O)c1c(NC(=O)c2ccccc2F)sc2c1CCCCC2	2
COc1cc(OC)c(OC)cc1CN1CCN(C2CCCC(C)C2)CC1 (configuration not stated)	-3
COc1ccccc1NC(=O)COc1ccc(Cl)cc1	2
NC(=O)/C=C\C(=O)Nc1cccc(C(F)(F)F)c1	-8
COc1ccccc1N(CC(=O)Nc1ccccc1)S(=O)(=O)c1ccccc1	4
COC(=O)C1=C(C)N(Cc2ccco2)C(=O)C1	5
CC(=O)c1ccc(NC(=S)NC(NC(=O)c2ccccc2)C(Cl)(Cl)Cl)cc1 (configuration not stated)	4
Cc1c(NC(=O)CCN2C(=O)/C(=C\c3cccs3)SC2=S)c(=O)n(-c2ccccc2)n1C	-2
COc1ccc2oc(=O)c(C(=O)N(Cc3ccccc3)Cc3ccccc3)cc2c1	-6
Cc1nc2ccc(NC(=S)N3CCC(C)CC3)cc2nc1C	4
C=CCOc1ccc2c(c1)C(=NO)c1cc(OCC=C)ccc1-2	-1
O=C(O)CCCN1C(=O)/C(=C/c2cccc(F)c2)SC1=S	7
O=C(Nc1ccc2nn(-c3ccc(Cl)cc3)nc2c1)c1ccccc1I	9
Cc1cc(=O)n2ccc(CN(C)C)c(O)c2n1	-4
C=CCOC(=O)C1=C(C)NC2=C(C(=O)CC(C)(C)C2)C1c1cccc(Cl)c1Cl (configuration not stated)	9
CCN(CC)c1ccc(NC(=O)c2ccc(OCc3ccccc3)cc2)cc1	-2
CCOc1ccc(C(=O)Nc2ccc(NC(=O)c3ccco3)c(OC)c2)cc1	-3
Cc1cc(C)cc(NC(=O)c2ccco2)c1	2
CC1CCc2c(sc(NC(=O)c3ccc(Cl)c(Cl)c3)c2C(N)=O)C1 (configuration not stated)	4
COc1ccc(/C(N)=N/OC(=O)CCc2ccccc2)cc1	-2
O=C(Nc1nc(-c2ccc3ccccc3c2)cs1)c1cc(Cl)ccc1Cl	1
COc1ccccc1NC(=O)c1c(NC(=O)Cc2ccccc2)sc2c1CCC2	6
O=C(O)c1cc(Br)ccc1NC(=O)C1CCCCC1	-5

# Copied from above for reference:
SMILES	ER stress death
O=C(Nc1nc(-c2ccc3ccccc3c2)cs1)c1cc(Cl)ccc1Cl	1
COc1ccccc1NC(=O)c1c(NC(=O)Cc2ccccc2)sc2c1CCC2	6
O=C(O)c1cc(Br)ccc1NC(=O)C1CCCCC1	-5

# (cont.)
SMILES	ER stress death
CC1=C(C(=O)OC2CCCCC2)C(c2ccccc2Br)NC(=O)N1 (configuration not stated)	8
O=C1NC(c2ccccc2Cl)Nc2sc3c(c21)CCCC3 (configuration not stated)	7
O=C(Nc1cccc2nsnc12)c1ccccc1Br	12
CCOC(=O)c1csc(NC(=O)c2ccc([N+](=O)[O-])o2)n1	27
Cc1cc(C)nc(SCC(=O)Nc2ccccc2C)n1	4
COc1cc(C(=O)Nc2ccc(Br)cc2C(=O)c2cc(OC)c(OC)c(OC)c2)cc(OC)c1OC	5
COc1ccc(-c2cc(C(=O)Nc3nc(C)c(C)s3)c3ccccc3n2)cc1OC	10
O=C(NCc1ccccc1Cl)C(=O)NC1CC1	4
CN(Cc1ccccc1)C(=O)c1cc2nc(-c3ccc(Cl)cc3)cc(C(F)(F)F)n2n1	6
CC(C)(C)c1ccc(OCC(O)CS(=O)(=O)Cc2ccccc2)cc1 (configuration not stated)	14
O=C(CCC1CCCCC1)NCCc1ccccc1	7
O=C(NC(c1ccccc1Cl)c1c(O)ccc2ccccc12)c1ccccc1 (configuration not stated)	11
O=C(Nc1ncc(Cc2cc(Cl)ccc2Cl)s1)c1ccccc1Br	11
CCOCCOC(=O)c1cccc(NC(=O)Nc2ccc(Cl)cc2)c1	0
CCOc1ccc(-c2cnc(=S)[nH]c2N)cc1	12
COC(=O)c1c(NC(=O)C(F)(F)F)sc(/C(C)=C/C#N)c1C	2
O=C1OC(c2ccc(F)cc2)=N/C1=C\c1ccc(OC(=O)c2ccccc2Cl)cc1	5
O=C(Oc1ccc([N+](=O)[O-])cc1)c1ccc(Br)c(S(=O)(=O)N2CCCCC2)c1	16
O=C(CC(C(=O)O)N1CCOCC1)c1ccccc1 (configuration not stated)	1
CCOc1ccc(/C=C(\NC(C)=O)C(=O)O)cc1	9
c1ccc2cc(OCCCCn3ccnc3)ccc2c1	12
CCCC1=C(C(=O)OCC)C(c2ccc(CC)cc2)NC(=O)N1 (configuration not stated)	6
CC(C)(C)c1ccc(C(=O)Nc2ccc(NC(=O)COc3ccccc3Cl)cc2)cc1	-2
COCCOC(=O)c1c(C)oc2ccc(OCc3cccc(Br)c3)cc12	-1
CC(C)Oc1ccc(/C=C(/NC(=O)c2ccccc2)C(=O)NCCCO)cc1	3

# Individual results from the list.
# Under ER stress death, CC(C)(C)c1ccc(C(=O)Nc2ccc(NC(=O)COc3ccccc3Cl)cc2)cc1 has the entry -2
# Under ER stress death, CCCC1=C(C(=O)OCC)C(c2ccc(CC)cc2)NC(=O)N1 (configuration not stated) has the entry 6
# Under ER stress death, O=C1NC(c2ccccc2Cl)Nc2sc3c(c21)CCCC3 (configuration not stated) has the entry 7
# Under ER stress death, COc1ccc(-c2cc(C(=O)Nc3nc(C)c(C)s3)c3ccccc3n2)cc1OC has the entry 10

# Additional records follow:
SMILES	ER stress death
Cc1ccsc1C=Nc1ccc(-c2ccc([N+](=O)[O-])cc2)cc1	4
COc1ccccc1-c1nnc(-c2ccco2)o1	3
COc1cc(C(=O)N/C(=C/c2ccco2)C(=O)Nc2ccccc2)cc(OC)c1OC	2
CCOC(=O)c1c(N2C(=O)CC(Sc3nc4ccccc4s3)C2=O)sc2c1CCCC2 (configuration not stated)	6
Cc1ccc(NC(=O)CSc2nc(C)cc(C)n2)cc1	4
N#Cc1c(-c2c3ccccc3cc3ccccc23)[nH]c(=S)[nH]c1=O	-2
COC(=O)C1=C(C)NC(=O)CC1c1ccc(Cl)c(Cl)c1 (configuration not stated)	8
COc1ccc(CCNS(=O)(=O)c2ccccc2[N+](=O)[O-])cc1OC	1
CC(C)N1CCc2c(sc3[nH]c(=S)n(-c4ccccc4)c(=O)c23)C1	13
CC1CC(Nc2ccccc2)c2ccccc2N1C(=O)c1ccc(NS(C)(=O)=O)cc1 (configuration not stated)	0
C=CCOc1ccc(/C=C2\C(=O)NC(=O)N(c3ccc(F)cc3)C2=O)cc1OC	7
Cc1cc(C)c(/C=N/n2cnnc2)cc1C	6
Cc1cccc(C(=O)NCC2CCCO2)c1 (configuration not stated)	4
COc1ccccc1C(=O)Nc1ccc(I)cc1Cl	6
CCC(=O)Nc1ccc(S(=O)(=O)N2CCCCCC2)cc1	-3
Cc1ccc2ncnc(NCc3ccco3)c2c1	-1
CCOc1ccccc1/C=N/NC(=O)CC1C(=O)NN=C1C (configuration not stated)	4
CN1CCC(=NNC(=O)CN(c2cccc(Cl)c2)S(=O)(=O)c2ccccc2)CC1	2
O=C(Nc1cccc2nsnc12)c1ccc(Br)o1	0
O=C(Nc1nnc(C23CC4CC(CC(C4)C2)C3)s1)c1cccs1	3
CC(=O)N1c2ccccc2Sc2ccccc21	1
Cc1cccc(NC(=O)/C(C#N)=C/c2ccc(-c3ccccc3[N+](=O)[O-])o2)c1	5
Cc1ccc(-c2cc(NC(=O)COc3ccccc3)n[nH]2)cc1	4
O=C(Nc1ccccc1I)C1CC(=O)N(c2ccc(Br)cc2)C1 (configuration not stated)	6
Cc1ccc(N2CC(C(=O)Nc3ccc(C)c(C)c3)CC2=O)cc1 (configuration not stated)	0
O=C(N/N=C/c1ccc(Br)cc1)c1cc(C23CC4CC(CC(C4)C2)C3)[nH]n1	11
Clc1ccc(CN2CCN(C3CCCC3)CC2)cc1	1
O=C(Nc1ccc(Cl)cc1)N1CCN(c2cccc(Cl)c2)CC1	8
NC(=O)C1CCN(C2CC(=O)N(c3cccc(Br)c3)C2=O)CC1 (configuration not stated)	5
CC(C)(C)c1ccc(C(=O)Nc2sc3c(c2C(N)=O)CCCCCC3)cc1	4
COc1ccc(NC(=O)COc2ccc(C)cc2C)cc1OC	2
Cc1cc(Cl)ccc1OCC(=O)Nc1ccc(OC(F)(F)F)cc1	0
O=C(COc1ccccc1)N1N=C(c2ccc(Cl)cc2)CC1(O)C(F)(F)F (configuration not stated)	1
COc1ccc(OC)c(NC(=O)C2CC(=O)N(c3ccc(Br)cc3)C2)c1 (configuration not stated)	2
Cc1cccc(N2C(=O)CC(N3CCN(c4cccc(Cl)c4)CC3)C2=O)c1 (configuration not stated)	16
CCOC(=O)C1(C)C=C(Nc2cccc([N+](=O)[O-])c2)C(=O)N1c1ccccc1 (configuration not stated)	4
Cc1cccc(OCC(=O)N/N=C/c2ccncc2)c1	10
CC(c1ccco1)N(C(=O)COc1ccc(Cl)cc1Cl)c1ccccn1 (configuration not stated)	6
O=C(Cc1ccccc1)NC(CCC(=O)OCc1ccccc1)C(=O)NCCO (configuration not stated)	3
O=C(COc1ccc(Cl)cc1Br)NCCCN1CCOCC1	4
COc1ccc(NC(=O)NS(=O)(=O)c2ccc(C)cc2)c(OC)c1	-11
CCOc1ccc(N(CC(=O)O)S(=O)(=O)c2ccc(SC)cc2)cc1	8
O=P(Cc1ccccc1O)(c1ccccc1)c1ccccc1	-3
Cc1cc(OCC(=O)NCCc2ccccc2)ccc1Cl	2
CCc1ccccc1NC(=O)CN(c1ccc(OC)cc1OC)S(C)(=O)=O	0
Cc1ccc(NCC(O)Cn2c3ccccc3c3ccccc32)c(C)c1 (configuration not stated)	9
O=C(CC1S/C(=N\N=C\c2ccccc2)NC1=O)Nc1ccccc1Br (configuration not stated)	0
COc1cc([N+](=O)[O-])ccc1NC(=O)COc1ccc(-c2ccc(C)cc2)cc1	6
CC(C)N(C(=O)C1CCCCC1C(=O)O)C(C)C (configuration not stated)	9
COc1ccccc1NC(=O)c1ccccc1NS(=O)(=O)c1ccc(C)cc1	-2
CCC(C(=O)Nc1cc(C)cc(C)n1)c1ccccc1 (configuration not stated)	15
Fc1ccc(Nc2nc(-c3ccncc3)nc3ccccc23)cc1F	9
Cc1cc(Cl)ccc1OCCCC(=O)Nc1ccc2c(c1)OCCO2	2
CN(C)/C=C1\C(=O)N(c2ccc([N+](=O)[O-])cc2)N=C1c1ccccc1	2
COc1ccc2ccccc2c1-c1cc(C(=O)N/N=C/c2ccc(C)cc2)[nH]n1	-1
CCCCOC(=O)C1=C(C)N(C)C(=O)NC1c1ccc(O)c(OC)c1 (configuration not stated)	1
CC(C)CNC(=O)COc1ccc(Br)cc1	5
Cc1cccc(NC(=O)C(C)Oc2cccc(Cl)c2)n1 (configuration not stated)	-4
COc1ccc(CC(=O)NC(Cc2ccc(OC)c(OC)c2)C(=O)O)cc1OC (configuration not stated)	1
O=C(CSCC(=O)Nc1ccccc1)NCc1ccccc1	6
CC(=O)C(C(=O)c1ccccc1)C(=O)c1ccccc1	-1
COc1ccc(/C=C(\NC(=O)c2ccccc2)C(=O)Nc2cccc(C)c2)cc1OC	0
